# MT stabilize HCS: microtubule stabilizers in HeLa cells. HeLa tubulin immunostaining HCS, 24 h; share of cells brighter than vehicle mean+2SD. 0.83% of 200,000 active. % tubulin-high responders, % at 10 µM. AID 2205;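 active = plate Z-score above 3 for both tubulin-high and condensed-nucleus cell shares, with cell loss under 80%, at 10 µM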;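 note: anti alpha tubulin signal scored within the nucleus-defined area of each cell; some results filed as inactive read as strong as hits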
# b-catenin transl: beta-catenin nuclear translocation modulation; HeLa beta-catenin nuclear translocation, immunofluorescence imaging; nuclear translocation activity, % at 5 µM; 0.3% of 190,000 active;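 active = nuclear translocation activity above 50% at 5 µM, with a well cell count of 50 or more; inconclusive = wells under 50 cells across six images, flagged as toxic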;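 note: per-cell ratio of nuclear to cytoplasmic median beta-catenin stain intensity; plate controls were DMSO negative control for no effect and GSK-3 inhibitor IX positive control for full effect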
#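 Test system: human HeLa cell line; Doses: 5 µM primary, 0.02–20 µM confirmation; Incubation: 24 h compound exposure, 37°C; Detection: beta-catenin immunofluorescence imaging with DAPI; Read-out: beta-catenin nuclear/cytoplasmic ratio, % activation.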
# AID2073: disruptors of CaV2.2 binding to Mint1 – biochemical, HTRF (AID 2073); HTRF protein-protein interaction, Mint1-CaV2.2; higher % means a stronger effect; one-dose inhibition, % at 20 µM; IC50 in µM for titrated hits; 0.19% of 290,000 active; in the data active = inhibition mostly above about 51%, no sharp cut-off; inconclusive = no clear call, values can overlap the other calls; inactive = mostly below about 53%; note: some results filed as inactive read as strong as hits
# Insulin prom up: MIN6 insulin promoter up-regulation | AID 1625 | z-score at 5 µM | 0.3% of 190,000 active | MIN6 insulin promoter-GFP reporter, high-content imaging; active compounds read high;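 active = z-score above 3 at 5 µM with at least 500 cells counted in the well; inconclusive = wells under 500 cells, flagged as cytotoxic or low count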
# WT yeast gro inh: growth inhibition of WT yeast, mitochondrial fusion screen; mitochondrial fusion phenotypic screen, WT strain; inhibition, % at 10 µM; 2.1% of 190,000 active; in the data active = inhibition above about 58%; tested in S. cerevisiae
# HIV fusion peptide: inhibitors of HIV fusion peptide binding, primary screen, biochemical, uHTS, fluorescence dequenching (AID 1986). cell-free peptide binding, fluorescence dequenching, 30 min; higher % means a stronger effect. 0.3% of 290,000 active. inhibition, % at 20 µM, or IC50 in µM where a hit was titrated; in the data active = inhibition mostly above about 52%, no sharp cut-off; inactive = mostly below about 76%; note: some results filed as inactive read as strong as hits
# Autophagy mod: alters autophagy in cells | MEF GFP-LC3 puncta imaging; test concentration mostly 10 µM | calls only at 10 µM (by protocol) | 0.98% of 190,000 active | AID 463193;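 active = percentage of spot-positive cells more than 3 SD above its plate mean, without a fluorescence outlier flag or 80% toxicity; inconclusive = no clear call, values can overlap the other calls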;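 note: spot-positive cell cutoff set from DMSO-treated cells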
# Yfh1-off respiration: mitochondrial function rescue without frataxin homolog – Friedreich's ataxia, plus single-dose screen, dose response (AID 1465) | S. cerevisiae Yfh1-off respiration, WST-1 reduction, 72 h; higher fold induction means a stronger effect | fold induction at 50 µM; hits with a dose series show EC50 in µM | 0.074% of 220,000 active;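 active = fold induction of absorbance versus untreated yeast above a set limit, then at least 30% activation at any dose in follow-up; inconclusive = repeats straddling the limit, or above it without dose testing; inactive = fold induction below the set limit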;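 note: activators that raise dye reduction in frataxin-depleted yeast; strong numbers were not always called active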
# Dynein transport: blocks dynein driven cargo transport along microtubules. z-score, hits read low. 0.47% of 220,000 active. 3617.4 mouse cells, GR-EGFP nuclear translocation imaging; test concentration mostly 20 µM; stimulated with dexamethasone, 1 µM; active compounds read low;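 active = plate z-score of nuclear minus cytoplasmic receptor signal below a set negative limit, without overly bright fluorescence or cell loss, cut at about -3.5 in these data, passing the limit was not always enough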;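 note: z-score of nuclear minus cytoplasmic ring GR-EGFP intensity difference per well; some compounds called inactive have numbers as strong as hits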
#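 Also added: dexamethasone, 1.0 µM final. Medium: tet-free, stripped-serum medium. Detection: fixed, Hoechst-stained cells imaged at 10x for EGFP. Read-out: nuclear-to-cytoplasmic GR-EGFP distribution per well. Times: induction 48 h, compound 1 h, agonist 30 min.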
# WT yeast gro inh mutant strain: recorded beside WT yeast gro inh, whose call it bears; inhibition, %; mitochondrial fusion phenotypic screen, mutant strain inhibition
# Dynein transport cytoplasmic EGFP: second read-out of Dynein transport, no call of its own (marks repeat the call); z-score; measured here: cytoplasmic GR-EGFP intensity; active compounds read high
# Dynein transport nuclear GR-EGFP: recorded beside Dynein transport, whose call it bears; z-score; measured here: nuclear GR-EGFP intensity;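 lower value marks the stronger effect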
# Dynein transport cell count: also measured in Dynein transport; calls as there; z-score; measured here: cell count per field
# Insulin prom up cell count: also measured in Insulin prom up; calls as there; cell count; measured here: cytotoxicity, nuclei count;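 total cells summed across four imaged fields per well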
# b-catenin transl cell count 5 µM: also measured in b-catenin transl; calls as there; cell count; measured here: cell count, cytotoxicity flag
# MT stabilize HCS Hoechst-high %: also measured in MT stabilize HCS; calls as there; % Hoechst-high responders; measured here: nuclear condensation Hoechst responders;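 share of cells brighter than vehicle mean plus two SD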
# MT stabilize HCS cytotoxicity %: also measured in MT stabilize HCS; calls as there; toxicity, %; measured here: cytotoxicity by cell density;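 0% = mean cell density of plate MIN control wells and 100% = no cells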
# Autophagy mod cell loss 18 h: second read-out of Autophagy mod, no call of its own (marks repeat the call); toxicity, %; measured here: cell loss, nuclei count;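 cell loss after 18 h compound exposure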
# * hit, by the source's call; i = inactive; ? = inconclusive; / = no result given.
SMILES,MT stabilize HCS,MT stabilize HCS Hoechst-high %,MT stabilize HCS cytotoxicity %,b-catenin transl,b-catenin transl cell count 5 µM,AID2073,Insulin prom up,Insulin prom up cell count,WT yeast gro inh,WT yeast gro inh mutant strain,HIV fusion peptide,Autophagy mod,Autophagy mod cell loss 18 h,Yfh1-off respiration,Dynein transport,Dynein transport cytoplasmic EGFP,Dynein transport nuclear GR-EGFP,Dynein transport cell count
COc1ccc(NS(=O)(=O)c2ccc(S(=O)(=O)N(C)C)cc2)cc1S(N)(=O)=O,4.2,1.6,21,-1.4,1074,2%,1.4,1362,1,2,-1.3%,i,11,i,-0.65,-0.35,0.034,1.2
O=C(NCCc1cn2ccccc2n1)c1ccccc1F,2.0,2.3,10,1.1,1318,2%,-0.64,1256,9,11,4.9%,i,5,i,-0.11,-0.22,-0.036,0.49
C/C(Cn1nc([N+](=O)[O-])cc1C)=N\NC(=O)COc1c(Cl)cc(Cl)cc1Cl,3.5,2.5,4.3,-3.3,1130,16%,0.09,1418,8,-7,-1.0%,i,17,i,-0.15,-0.14,-0.19,-0.53
CSc1nc(O)c(Nc2cccc(Cl)c2)c(=O)[nH]1,/,/,/,-1.6,1336,?,-0.31,1068,/,/,-0.3%,/,/,i,0.37,0.037,0.91,-1.1
NC(=O)C1CCN(C2=C(Cl)C(=O)c3ccccc3C2=O)CC1,1.2,1.6,7.5,/,/,3%,/,/,13,-5,-3.7%,i,40,i,-2.9,0.69,-1.9,0.33
COc1ccc(C(c2nnnn2CCc2ccccc2)N2CCN(C)CC2)cc1OC (stereo not drawn),5.4,2.1,3.6,-6.7,1237,6%,0.06,1321,-2,1,1.3%,i,9,i,-0.41,-0.16,0.18,0.13
O=C1CCCN1CN(C(=O)c1ccccc1)c1ccc(F)cc1,1.0,1.2,3.4,-0.4,1387,4%,-0.29,1563,-22,-3,0.2%,i,-8,i,-0.38,-0.21,-0.069,0.51
COc1ccc(CN(C)C(C)C(=O)Nc2ccc([N+](=O)[O-])cc2Cl)cc1OC (stereo not drawn),1.8,2.9,9.0,-2.2,1111,5%,-2.5,1249,10,0,-2.9%,i,9,i,-0.28,-0.2,-0.26,0.2
CCn1c(=O)c(=O)n(CC)c2cc(S(=O)(=O)N3CCc4ccccc43)ccc21,2.7,3.1,3.8,/,/,-5%,-1,651,-3,17,2.9%,i,8,i,-0.74,0.45,-0.31,0.22
O=C(Nc1ccc(S(=O)(=O)NC2=NCCCCC2)cc1)C1COc2ccccc2O1 (stereo not drawn),/,/,/,0.5,1378,-2%,-0.06,971,/,/,-0.8%,/,/,i,1.1,-0.57,0.41,-1.4
c1ccc(CCC2CCCCN2Cc2cn[nH]c2-c2cc3ccccc3o2)nc1 (stereo not drawn),3.5,2.3,8.5,-1.9,940,-2%,-0.02,1491,6,5,-1.2%,i,-5,i,-0.62,-0.3,-0.5,0.85
N#C/C(C(=O)N1CCOCC1)=C1/SC(Cc2ccccc2Cl)C(=O)N1c1ccccc1 (stereo not drawn),3.6,1.8,6.4,-0.3,567,1%,0.27,1357,-17,5,-0.5%,i,9,i,-0.84,-0.29,0.08,0.73
COc1ccc(S(=O)(=O)N(n2c(C)nnc2-n2nc(C)cc2C)S(=O)(=O)c2ccc(OC)cc2)cc1,2.0,0.2,23,2.7,909,3%,-0.04,1113,2,13,2.3%,i,0,i,-1.8,-0.24,-0.72,1.3
O=C(c1ccc(S(=O)(=O)N2CCOCC2)cc1)N(Cc1ccco1)Cc1cccs1,7.0,2.3,8.7,-1.8,1377,6%,-0.59,1241,5,-5,0.7%,i,6,i,-0.21,-0.52,0.17,0.054
O=c1[nH]c2ccccc2n1Cc1ccc(Cl)cc1,1.5,1.2,7.8,-0.2,1218,-7%,-0.35,872,-10,-10,0.1%,i,1,i,-0.93,-0.035,-0.32,-0.19
COc1ccc(Cl)cc1N(CC(=O)Nc1ccc2c(c1)OCCO2)S(C)(=O)=O,1.8,1.7,4.8,-7.7,1080,-6%,0.4,1244,1,-6,0.0%,i,-19,i,-0.0072,-0.19,0.019,0.2
Cc1nn(Cc2ccccc2)c(=O)c2nn(-c3ccc(Cl)cc3)c(C)c12,2.6,3.7,3.8,-3.3,541,-8%,-0.09,1275,36,13,0.9%,i,0,i,0.31,-0.31,0.3,-0.33
Cc1ccc2c(c1)N(C(C)C(=O)NCc1ccccn1)C(=O)CO2 (stereo not drawn),/,/,/,-0.6,1356,-2%,0.78,996,/,/,-1.8%,/,/,i,-0.17,-0.14,-0.1,0.5
COc1cc2c(=O)n(Cc3ccccc3)c(=O)n(CC(=O)NCc3ccco3)c2cc1OC,3.9,2.6,3.0,5.0,995,14%,-0.13,1904,5,4,0.3%,i,30,i,-0.1,-0.16,-0.098,0.7
COC(=O)N/N=C/c1cccc(OC(=O)c2ccc3c(c2)OCO3)c1,/,/,/,-2.9,1235,5%,-0.06,1433,/,/,-0.3%,/,/,i,-1.3,-0.25,-0.63,1.2
CCN(CC)c1nc(Oc2ccc(C(=O)OC)cc2)nc(N2CCOCC2)n1,9.0,1.5,9.1,-0.1,1614,-3%,-0.39,1354,-2,18,0.7%,i,-2,i,-0.016,-0.37,0.027,0.56
COc1ccc(Cc2noc(-c3ccccc3)n2)cc1OC,1.6,1.7,6.7,-1.2,1082,-5%,-0.82,1391,-7,-8,62%*,i,-5,i,-0.38,-0.18,-0.32,0.16
Cc1ccc(SCc2cc(=O)[nH]c(/N=C(\N)Nc3ccccc3Sc3ccccc3)n2)cc1,3.0,1.7,9.7,-2.7,1119,10%,0.06,1408,22,11,0.6%,i,29,i,0.65,-0.28,0.074,0.67
COc1ccc(-c2cc(C(F)F)n3ncc(C(=O)N4CCCCC4)c3n2)cc1,2.7,1.2,9.1,-2.1,1338,30%,0.31,1448,1,-7,-2.3%,i,-5,i,1.7,-0.18,-0.35,0.014
CC(=O)Nc1ccc(Nc2nc3c(S(=O)(=O)c4ccc(C)c(C)c4)nnn3c3ccccc23)cc1,4.8,9.4,10,-2.7,1132,39%,/,/,-12,-22,-3.1%,i,-3,i,-0.016,-0.26,0.02,-0.16
Cc1cc(C)cc(C(=O)n2cnnc2N)c1,3.6,2.0,6.5,/,/,0%,-0.63,1320,-7,7,1.6%,i,-15,i,1.2,0.25,1.3,-2.7
NS(=O)(=O)c1ccc(CCNC(=O)c2ccc(S(=O)(=O)N3CCCCC3)cc2)cc1,2.1,2.0,4.9,/,/,-5%,/,/,-21,-16,0.5%,i,-3,i,-0.15,-0.26,0.58,0.48
O=C(C1CCC(=O)N1C1CCCCC1)N1CCN(c2ccc(F)cc2)CC1 (stereo not drawn),5.6,1.7,5.9,-3.1,1467,-1%,0.08,1467,/,/,0.4%,i,7,i,-0.63,-0.12,0.21,0.31
CSCCC(NC(=O)c1cncc(Br)c1)C(=O)O (stereo not drawn),3.0,1.4,6.2,-1.2,1077,-10%,0.78,1001,14,-4,-3.2%,i,4,i,1.2,-0.18,0.43,-0.44
Nc1nnc(Sc2ccc(Cl)cc2[N+](=O)[O-])s1,5.5,1.0,7.9,-1.8,1040,9%,0.46,1456,-13,-16,-3.0%,i,12,i,0.72,-0.14,0.3,-0.61
COc1ccc(-c2nnc(SCC(=O)N(Cc3ccccc3)C(C)(C)C)o2)cc1OC,2.5,1.9,9.7,-0.1,1032,9%,-6,633,25,6,-0.1%,i,51,i,0.015,-0.22,0.21,0.004
CCCC(=O)NC(=S)Nc1cccc(NC(=O)c2ccccc2)c1,2.8,1.0,6.4,-5.0,971,-16%,0.37,1535,-11,-1,0.1%,i,-9,i,-0.33,-0.23,0.28,-0.15
CS(=O)(=O)Nc1ccc(C2=NN(C(=O)C3CCCCC3)C(c3cccs3)C2)cc1 (stereo not drawn),4.7,3.6,7.1,3.6,528,7%,-0.27,1356,28,8,-0.2%,i,-6,i,0.67,-0.074,0.79,-0.6
COC(=O)c1[nH]c2ccc(F)cc2c1NS(=O)(=O)c1ccc(F)c(C)c1,5.3,2.3,6.0,1.0,534,-6%,0.36,1221,2,-9,1.1%,i,-22,i,-0.46,-0.2,0.36,1.1
COc1ccc(CCNC(=O)C/C(C)=N/NC(=O)C(c2ccccc2)c2ccccc2)cc1OC,/,/,/,-0.1,1334,7%,1.5,1060,/,/,-1.2%,/,/,i,0.13,-0.25,-0.042,-0.19
COc1c(Cl)cccc1-c1cn2ccc(C)cc2n1,/,/,/,-0.7,1321,15%,0.06,1144,/,/,-1.3%,/,/,i,1.5,-0.22,1.2,-0.93
CNC(=S)N1N=C(c2ccc(Br)cc2)CC1c1ccc(Br)cc1 (stereo not drawn),1.0,1.1,7.2,-6.2,1157,-8%,-0.25,1033,7,22,2.3%,i,-10,i,-0.5,-0.26,0.4,0.94
O=C(NNc1c(Cl)cccc1Cl)C1CCC1,/,/,/,-0.6,1358,-11%,-0.16,1076,/,/,1.1%,/,/,i,0.11,-0.23,1,-0.71

# Screens as filed in PubChem BioAssay.
